Screening data (PubChem)
Pf Dd2 inh = qHTS Primary assay for Inhibitors of Plasmodium falciparum Dd2 growth in vitro | P. falciparum Dd2 growth, SYBR Green, 72 h | Potency, µM (titrated, usually from 28.9 µM), without a hit: at the top dose activity, negative = inhibition, hits mostly inhibitors | 120,000 compounds, 4.3% hits; active = well fitted inhibition curve with a large enough effect; inconclusive = small, poorly fitted or top-dose-only effect; inactive = no such curve, though single readings can be large or run the other way;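 also: plate controls were DMSO vehicle for no effect and reference drug for full effect; nearly all actives have a fitted effect of over 65% in size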
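Readout: SYBR Green fluorescence, 485 nm excitation, 535 nm emission, after ~16 h lysis at 37C. Before that, Dd2-infected red cells (2.5% hematocrit) grew 72 h with compound, 29 uM top final concentration.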
* hit, by the source's call; i = inactive; u = inconclusive; [ ] = another dose, or the depositor's remark. Potency is read from the fitted curve at half-maximal effect. Only part of the results is shown (hit frequency here may not be typical).

The first five compounds as a preview:
SMILES	Pf Dd2 inh
O=C1Cc2c(-c3ccc(F)cc3F)n[nH]c2CN1CC1CC1	-12%[44.1 µM]
CCCN1CCN(CCNC(=O)Nc2cc(OC)cc(OC)c2)CC1	38%[activator]
O=C1N(CC2CCOCC2)CCOC12CCN([S+](=O)([O-])c1cccs1)CC2	i
Cn1cc(CC(=O)N2CCCc3ncc(C(=O)N4CCN(Cc5ccccc5)CC4)cc32)c2ccccc21	u
O=C(Nc1ccccc1C(F)(F)F)N1CCN(c2ccc3nnc(-c4ccc(F)cc4)n3n2)CC1	i

The list itself, previewed entries included:
SMILES	Pf Dd2 inh
O=C1Cc2c(-c3ccc(F)cc3F)n[nH]c2CN1CC1CC1	-12%[44.1 µM]
CCCN1CCN(CCNC(=O)Nc2cc(OC)cc(OC)c2)CC1	38%[activator]
O=C1N(CC2CCOCC2)CCOC12CCN([S+](=O)([O-])c1cccs1)CC2	i
Cn1cc(CC(=O)N2CCCc3ncc(C(=O)N4CCN(Cc5ccccc5)CC4)cc32)c2ccccc21	u
O=C(Nc1ccccc1C(F)(F)F)N1CCN(c2ccc3nnc(-c4ccc(F)cc4)n3n2)CC1	i
O=C(c1ccc(Cl)nc1)N1CCCC(c2nn(-c3ccccc3)c(=O)[nH]2)C1 (stereo not drawn)	i
CN1CC(=O)N(CC(=O)N2CCC3(CCCN(C)C3=O)C2)C1=O (stereo not drawn)	-9%
COCc1ccc2c(c1)c(OC(C)(C)C(N)=O)nn2CCC(C)C	i
CC[C@H]1CN(C(=O)c2ccnc(Cl)c2)CC[C@H]1CC(=O)N(C)CC#N	26%[44.1 µM]
COCCNC(=O)Cn1ncc2c(C)n(Cc3ccc(C)cc3)c(C)c2c1=O	-7%
COCC(=O)N[C@@H]1CN(Cc2ccco2)CC[C@@H]1c1n[nH]c(C)n1	6%
COc1cc(C)sc1C(=O)N1CCOCC1CC(=O)NCc1cccnc1 (stereo not drawn)	-11%
O=C1CCN(C(=O)Cc2cccnc2)CCCC(c2nc(-c3cccnc3)no2)CCN1 (stereo not drawn)	i
Cc1ncoc1C(=O)N1CCC(C2CCN(S(C)(=O)=O)CC2)C1 (stereo not drawn)	-12%
CCOc1ccc(-c2cn3c(n2)sc2cc(C(=O)N4CCCC(C)C4)ccc23)cc1 (stereo not drawn)	7.1µM*
COc1ccccc1CNC(=O)CCC1N=C2c3ccccc3N=C(SCC(=O)NCCc3ccc(OC)c(OC)c3)N2C1=O (stereo not drawn)	-24%
CC1Oc2ccc(NC(=O)Cc3cccs3)cc2CN(Cc2ccc(Cl)cc2)C1=O (stereo not drawn)	i
Cc1csc2nc(COC(=O)c3cccc(NC(=O)c4cccc(Cl)c4)c3)cc(=O)n12	42%[activator]
O=C(CCc1ccnc(N2CCCC2)c1)NCc1cccc(Cl)c1	4.5µM*
Cc1cc(C(=O)N2c3ccccc3CC2c2nc(C3CC3)no2)nn1C (stereo not drawn)	i[5.79 µM]
CCOC(=O)c1ccc(NC(=O)CC2Nc3ccccc3NC2=O)cc1 (stereo not drawn)	13µM*
COc1ccc(CCNC(=O)c2cc3n(n2)CC(c2ccc(Cl)cc2)OC3)cc1OC (stereo not drawn)	-17%
O=C(c1cc2ccccc2[nH]1)N1CCC2(C1)NC(=O)N(Cc1ccc(Cl)cc1)C2=O (stereo not drawn)	u
Cc1nn(-c2ccc(C(F)(F)F)cc2)c(C)c1[C@@H]1C=C[C@@H](NC(=O)c2cccnc2)C1	u
COCCn1ncc(N2CCC(C(=O)N(C)CC(=O)Nc3ccc(F)cc3)C2)cc1=O (stereo not drawn)	i
COc1ccc(NC(=O)N2CCCN(C)c3ccccc32)c(C)c1	-17%
COc1ccc(C(=O)N2C[C@@H](F)[C@@H](OCc3nc4ccc(C(F)(F)F)cc4[nH]3)C2)cc1	i
COc1cccc(NC(=O)C2CCCN(c3ncnc4onc(-c5ccc(F)cc5)c34)C2)c1 (stereo not drawn)	u
Cc1nccn1CCNC(=O)c1ccc(N2CC3CC(C2)[C@H]2CCCC(=O)N2C3)nc1 (stereo partly drawn)	7%
COc1cc(OC)cc(-c2nc(C3CC(=O)N(c4ccc(F)c(Cl)c4)C3)no2)c1 (stereo not drawn)	83%[activator]

Another view of 3 compounds above.
COc1ccc(NC(=O)N2CCCN(C)c3ccccc32)c(C)c1
  Pf Dd2 inh = -17%
COc1ccc(C(=O)N2C[C@@H](F)[C@@H](OCc3nc4ccc(C(F)(F)F)cc4[nH]3)C2)cc1
  Pf Dd2 inh = i
COc1cccc(NC(=O)C2CCCN(c3ncnc4onc(-c5ccc(F)cc5)c34)C2)c1 (stereo not drawn)
  Pf Dd2 inh = u

(cont.)
SMILES	Pf Dd2 inh
Cc1ccc(N2C[C@]34C=C[C@H](O3)C(C(=O)N(C)Cc3ccno3)C4C2=O)cc1C (stereo partly drawn)	8%
CCc1csc(CNC(=O)c2ccc(N(C)Cc3cccs3)nc2)n1	-15%
CC(C)Oc1ccc(C(=O)N2Cc3cnn(Cc4ccc(F)cc4)c3C2)cc1	u
CCOc1ccccc1OCCCn1c(-c2ccc(Cl)cc2)nc2ccccc2c1=O	14%
COc1ccc(CN2CCCC3(C2)C(=NC2CCCC2)NC(=O)N3c2cccc(OC)c2)cc1 (stereo not drawn)	u
Cc1noc2c(-c3ccc(N4CCOCC4)cc3)cc(-c3cccs3)nc12	i
CCOCCn1cc(C2CCN(S(=O)(=O)c3ccc(Cl)cc3Cl)CC2)c2ccccc21	-9%
Cc1cc(C(=O)N2CCC(N3C(=O)C(O)C34CCCCC4)CC2)nn1C (stereo not drawn)	u
COc1ccc(Cl)cc1S(=O)(=O)NCc1ccc2c(c1)CCN2C(=O)c1cccc(C)c1	u
CSc1cccc(NC(=O)N(C)CC2CCOCC2)c1	-17%
Cc1ccc2c(C(=O)N3CCOCC3)cnn2c1	4%[44.1 µM]
O=C1NC2(CCN([S+](=O)([O-])c3ccccc3)C2)COc2ccccc21 (stereo not drawn)	6%
Cc1ccc(Nc2c(-c3c[nH]c4ccccc34)nc3ccccn23)cc1	u
Cc1noc(C)c1S(=O)(=O)N1CCC2(CC1)CC(C(=O)N1CCOCC1)N(C)C2 (stereo not drawn)	u
Cc1c(C(=O)NCCN(C)C)sc2nc3n(c(=O)c12)CCC3	-5%
CCc1ccccc1NC(=O)C1CCCN(S(=O)(=O)c2cccc3nsnc23)C1 (stereo not drawn)	-24%
Cc1noc(C)c1C(=O)N1CCN(c2ccc(Cl)nn2)C(=O)C1	34%[activator]
CCC(Cn1nnc2ccccc2c1=O)NC(=O)Nc1ccc(C)cc1 (stereo not drawn)	17%
COc1cccc(CNC(=O)C(NS(=O)(=O)c2ccc3c(c2)oc(=O)n3C)C(C)C)c1 (stereo not drawn)	109%[activator]
CN1[C@@H](CCC(=O)N2CCCC2)CNC(=O)[C@H]2NCC[C@H]21	26%[44.1 µM]
COc1ccc(OC)c(CNC(=O)c2ccc(N3Cc4ccccc4Oc4ncccc43)s2)c1	u
COc1ccc(NC(=O)Cn2c(=O)c(-c3noc(C)n3)c3n(c2=O)CCCC3)cc1OC	i
CC(Sc1nccn1C)C(=O)Nc1ccccc1C#N (stereo not drawn)	45%[activator]
CCc1cccc(OCC(=O)Nc2ccc(S(=O)(=O)Nc3ncccn3)cc2)c1	0%
CCN(CC)C(=O)N1C[C@@H](Oc2cccnc2)C[C@@H]1C(=O)NCCOC	0%
COc1cc2nc(NCc3ccc(C)cc3)n3nc(-c4ccccc4)nc3c2cc1OC	0.1µM*
COc1cc(C)ccc1OCc1cc(C(=O)NCc2n[nH]c3c2CCC3)no1	-15%
COc1ccc(CN(Cc2ccco2)c2cnc(S(C)(=O)=O)nc2C(=O)Nc2ccc(F)cc2)cc1	u
COc1ccc2cc(C3CN(C(=O)CNC(=O)C(C)C)CCO3)ccc2c1 (stereo not drawn)	10%
COc1ccc(CN2CCCN(CC(=O)Nc3ccc4c(c3)OCCO4)S2(=O)=O)cc1	57%[activator]
COc1ccc(CNC(=O)CN(C)c2nn3c(=O)cc(C)nc3s2)cc1	47%[activator]
CCOC(=O)c1ccc(NC(=O)CC2C(=O)N(c3cccc(C)c3)C(=O)N2CCOC)cc1 (stereo not drawn)	i
O=C1CCN(Cc2ccncc2)CCCC(C(=O)NCc2ccc(F)cc2)CCN1 (stereo not drawn)	-9%
COc1ccc(N2CC(c3noc(-c4ccc5c(c4)OCO5)n3)CC2=O)cc1OC (stereo not drawn)	0%
CN1CC2(CCN(CCCOc3ccc(C(N)=O)cc3)CC2)OC1=O	-11%
COCCNC(=O)CN1C(=O)NC(c2cccs2)C2=C1COC2=O (stereo not drawn)	12%
O=C1[C@H]2CN(Cc3cc(Br)ccc3F)C[C@H]2C(=O)N1CCc1ccccc1	u
CN1Cc2cccn2CC1CNC(=O)Cc1ccccc1 (stereo not drawn)	-19%
CCNc1cc(N2CCC(CCC(=O)NCCc3cccnc3)CC2)ncn1	u
CC(=O)N1CCC[C@H](n2c(=O)n(C)c3cccnc32)C1	-12%
Cc1ccc(-c2cccc(CN3C4CCC3CN(C(=O)c3ccncc3)C4)c2)c(C)c1	-21%
CN1CCC(C(=O)N2C3CCC2CN(Cc2cccnc2)C3)CC1	-3%
COc1ccc(CNC(=O)C2CCN(S(=O)(=O)N3CCC(C)CC3)CC2)c(OC)c1	-8%
CCOc1ccc(NC(=O)c2ccc3c(=O)n4nc(Nc5ccccc5C)sc4nc3c2)cc1	u
CN[C@@H](CO)C(=O)NCc1nc(-c2ccc(C)cc2)c(-c2ccccn2)[nH]1	-20%
Cc1ccc(-c2nc(C3CC(=O)N(c4ccc(Cl)cc4)C3)no2)c(C)c1 (stereo not drawn)	2%
O=C(COc1ccccc1)N1CC[C@H]2COC(=O)N2c2ccccc2C1	-20%[44.1 µM]
COc1ccc(NC(=O)N2CC(c3noc(-c4ccccc4)n3)C2)c(C)c1	-5%
Cc1ccccc1NC(=O)C1=NO[C@@H]2CN(CCc3ccccc3)C[C@H]12	-15%[44.1 µM]
COc1ccccc1NC(=O)CSC1=Nc2ccccc2N=C(c2ccc(F)cc2)C1	-26%

Next section.
SMILES	Pf Dd2 inh
CCCCOC(=O)c1cccc(NC(=O)c2cc3ccccc3o2)c1	i
O=c1c(S(=O)(=O)c2cccc(Cl)c2)cn(Cc2ccccc2)c2cc(N3CCCCC3)c(F)cc12	i
Cc1nc(Oc2ccccc2C)c2oc3ccccc3c2n1	-6%
Cc1ccc(CNC(=O)c2cnc3c(-c4ccccc4)c(C)nn3c2C)o1	4%
COc1ccc(C2c3c(n(C)c4ccccc34)C(=O)N2CC(=O)Nc2ccccc2Cl)cc1 (stereo not drawn)	-21%
COc1ccc2[nH]c3c(c2c1)CCNC31CCN(C(=O)c2sc(C)nc2C)CC1	-1%
COc1ccccc1NC(=O)CSc1ccc(-c2ccccn2)nn1	u
COc1ccc(OCC2(C)COc3ccc(C(=O)N(C)c4ccccc4)cc3N2)cc1 (stereo not drawn)	u
CCCN1CCC2(CC1)Cc1ccccc1CN(C(=O)C(C)C)C2	-16%
COc1cccc(C(=O)NC2CCN(c3cnn(C)c(=O)c3)CC2)c1	-4%
CC(C)(C)c1ccc(C(=O)N2CCN(C(=O)c3nnn4c3COC(c3ccccc3)C4)CC2)cc1 (stereo not drawn)	u
CCn1ccc2cc(S(=O)(=O)N3CCCN(C(=O)Nc4ccccc4OC)CC3)ccc21	5%
CCCCCOC(=O)CSc1nc2sc3c(c2c(=O)n1Cc1ccccc1)CC(C)(CC)OC3 (stereo not drawn)	i
COc1ccc(N2CCN(C(=O)C3CC(=O)N(c4n[nH]c5cccc(F)c45)C3)CC2)cc1 (stereo not drawn)	-19%
COc1ccc(-c2noc(C3CC(=O)N(c4ccc(C)c(F)c4)C3)n2)c(OC)c1 (stereo not drawn)	76%[activator]
CCCCNC(=O)C1CCCN(C2CCN(C3Cc4ccccc4C3)CC2)C1 (stereo not drawn)	i
COc1ccc(N2CC(C(=O)N3CCC(C(=O)N4CCN(Cc5ccccc5)CC4)C3)NC2=O)cc1 (stereo not drawn)	0%
COCCNC(=O)c1ccc(-n2c(-c3ccccc3)cc3c2CCC(C)C3)cc1 (stereo not drawn)	-31%
O=C(c1cccc(C(F)(F)F)c1)N1CCOCC2(CN(Cc3ccccc3)C2)C1	7%[44.1 µM]
C[C@H]1[C@@H]2[C@@H](O)C([C@H](C)C(=O)NCc3ccco3)CC[C@@]2(C)CC[C@@H]1NC(=O)c1ccccn1 (stereo partly drawn)	-16%
COc1ccccc1NC(=O)Cn1cnc2c(nc3n2CCCCC3)c1=O	29%
O=C(C1CCC(Cn2c(=O)c3sccc3n(Cc3ccccc3F)c2=O)CC1)N1CCOCC1 (stereo not drawn)	u
O=C(c1ccoc1)N1CCCC(CN2CCCC2)CC1 (stereo not drawn)	-20%
CCn1ccc2cc(S(=O)(=O)N3CCCN(C(=O)NCC(C)C)CC3)ccc21	-19%
CNC(=O)N1CCC(Cc2ncc(C)n2C2CC2)C1 (stereo not drawn)	8%
